Screening results from PubChem BioAssay.
GDH-TPI inh: GDH-TPI coupled enzyme inhibition counter-screen; GDH-TPI coupled enzyme counterscreen, NADH absorbance; inhibition, % at 4.8 µM; hit rate 1.2% among 360,000; AID 588335; in the data active = inhibition above about 30%;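 also: 0% = DMSO wells and 100% = wells lacking the enzyme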
BoNT-A LC inh2: blocks Botulinum neurotoxin A light chain protease | inhibition, % at 10 µM | hit rate 0.17% among 360,000 | multiplex microsphere protease substrate cleavage, flow cytometry; also: plate controls were buffer without enzyme for full effect and enzyme alone for no effect
Anthrax LF inh2: blocks Bacillus anthracis lethal factor protease; P15917; multiplex microsphere protease cleavage assay, LF; inhibition, % at 10 µM; hit rate 0.12% among 360,000; also: plate controls were buffer without enzyme for full effect and enzyme alone for no effect
FadD28 binding: blocks FadD28 binding to the bisubstrate probe; AID 588549; fluorescence polarization; inhibition, % at 12.5 µM; hit rate 0.22% among 360,000; in the data active = inhibition above about 8.5%, passing the limit was not always enough; inconclusive = no clear call, values can overlap the other calls
PfHsp40 yeast: restores yeast growth despite PfHsp40 toxicity; S. cerevisiae expressing PfHsp40, growth rescue, ATP luminescence; growth rescue, % at 12.5 µM; hit rate 0.68% among 340,000; in the data active = growth rescue above about 28%, passing the limit was not always enough; inconclusive = no clear call, values can overlap the other calls;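 also: yeast W303a lacking pdr1 and pdr3 grown in galactose medium; growth measured after three days at 30 °C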
FBA Mtb inh: Mtb fructose-bisphosphate aldolase inhibition. P9WQA3. hit rate 2.3% among 360,000. purified M. tuberculosis FBA, fluorescence read-out. inhibition, % at 1 µM; in the data active = inhibition above about 27%;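 also: 0% = vehicle and 100% = reference inhibitor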
Target sequence (P9WQA3 whole entry, looked up): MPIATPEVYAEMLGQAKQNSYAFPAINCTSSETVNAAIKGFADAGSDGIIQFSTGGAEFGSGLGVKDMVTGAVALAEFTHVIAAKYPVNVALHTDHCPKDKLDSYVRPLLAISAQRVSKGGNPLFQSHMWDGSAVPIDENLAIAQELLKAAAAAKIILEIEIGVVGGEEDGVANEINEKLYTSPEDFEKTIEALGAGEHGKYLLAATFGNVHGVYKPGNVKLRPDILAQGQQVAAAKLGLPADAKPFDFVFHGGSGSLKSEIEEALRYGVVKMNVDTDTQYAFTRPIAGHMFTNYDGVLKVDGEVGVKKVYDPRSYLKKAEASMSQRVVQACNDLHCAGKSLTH
UGM FP inh: inhibitors of M. tuberculosis UDP-galactopyranose mutase; P9WIQ1; purified UGM, fluorescence polarization probe displacement; inhibition, % at 10 µM; hit rate 0.06% among 320,000; AID 504406; in the data active = inhibition above about 10%, passing the limit was not always enough; inconclusive = no clear call, values can overlap the other calls
Target sequence (P9WIQ1 whole entry, looked up): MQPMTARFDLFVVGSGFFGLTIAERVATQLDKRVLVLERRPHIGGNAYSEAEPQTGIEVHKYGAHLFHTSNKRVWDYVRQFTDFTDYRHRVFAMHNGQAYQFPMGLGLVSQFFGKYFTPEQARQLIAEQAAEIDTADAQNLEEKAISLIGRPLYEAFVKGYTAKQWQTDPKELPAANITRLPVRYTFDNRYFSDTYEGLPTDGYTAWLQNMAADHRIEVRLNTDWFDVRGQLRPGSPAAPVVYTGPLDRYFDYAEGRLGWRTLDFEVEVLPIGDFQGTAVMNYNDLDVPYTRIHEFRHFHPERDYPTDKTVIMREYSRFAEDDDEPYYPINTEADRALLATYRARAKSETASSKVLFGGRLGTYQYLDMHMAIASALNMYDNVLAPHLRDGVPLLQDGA
BoNT F protease: blocks Botulinum neurotoxin F light chain protease; Multiplex microsphere protease cleavage assay, flow cytometry; inhibition, % at 10 µM; hit rate 0.22% among 360,000; AID 588497; in the data active = inhibition above about 35%, passing the limit was not always enough; inconclusive = no clear call, values can overlap the other calls; also: plate controls were buffer without enzyme for full effect and enzyme alone for no effect
Mtb BioA inh: BioA (M. tuberculosis) enzyme inhibition; purified M. tuberculosis BioA enzyme, plate reader; inhibition, % at 9.99 µM; hit rate 0.096% among 360,000; AID 602481; in the data active = inhibition above about 40%; inconclusive = no clear call, values can overlap the other calls
The depositor's hits bear a star; ? = inconclusive; nt = no result given; + = active, no number. Rule as the data show it, unless noted: active = inhibition above about 30%; inconclusive = no clear call, values can overlap the other calls; inactive = below that.

Preview (2 entries):
SMILES	GDH-TPI inh	BoNT-A LC inh2	Anthrax LF inh2	FadD28 binding	PfHsp40 yeast	FBA Mtb inh	UGM FP inh	BoNT F protease	Mtb BioA inh
CCN(C(=O)Cc1cccs1)c1nnc(-c2cccnc2)s1	0	0.3	-1	-3.6	-1.4	-7	-1.9	6	7.4
COCCNC(=O)c1cccc(OC2CCN(Cc3ccc(OC(F)F)cc3)CC2)c1	7	nt	nt	1.7	22	5	-0.5	nt	0.9

Results (from the top)
SMILES	GDH-TPI inh	BoNT-A LC inh2	Anthrax LF inh2	FadD28 binding	PfHsp40 yeast	FBA Mtb inh	UGM FP inh	BoNT F protease	Mtb BioA inh
CCN(C(=O)Cc1cccs1)c1nnc(-c2cccnc2)s1	0	0.3	-1	-3.6	-1.4	-7	-1.9	6	7.4
COCCNC(=O)c1cccc(OC2CCN(Cc3ccc(OC(F)F)cc3)CC2)c1	7	nt	nt	1.7	22	5	-0.5	nt	0.9
C=CCn1c(SCC#N)nnc1-c1ccc2ncccc2c1	13	0.9	0	-2.4	-0.8	-2	0.7	?	nt
CCn1c(=O)n(CC)c2cc(N3CCCC3)c(NC(=O)c3cccc(C)c3)cc21	4	?	?	1.9	0.2	4	-1.7	nt	27
CC(C)(C)N(Cc1ccccc1)C(=O)COC(=O)CN1C(=O)C2CC=CCC2C1=O (stereo unspecified)	-1	-0.7	0	-2.6	-0.6	1	-2.4	2	-0.8
Cc1cc(C)cc(NC(=O)CSc2nnc(-c3ccccc3)n2N)c1	-2	-1.0	-5	-2.0	-1.0	1	4.2	-12	0.2
Cc1ccc(N2C(=O)C3C(C2=O)C(C(=O)c2ccc(Cl)cc2)N2CCCC32)cc1 (stereo unspecified)	3	0.7	5	-2.5	-1.8	2	-1.1	9	-1.7
CC(C)CN(C(=O)CSc1ncnc2sccc12)C1CCS(=O)(=O)C1 (stereo unspecified)	8	0.2	-7	-1.9	-1.3	2	-0.5	-2	3.5
O=C(O)CC(NCc1ccco1)C(=O)OCCc1ccccc1 (stereo unspecified)	8	1.3	2	-2.2	1.0	-2	0.9	3	-2.0
O=C(NNC(=O)c1cc(S(=O)(=O)N2CCOCC2)c(Cl)cc1Cl)c1ccccc1F	0	0.3	5	-0.6	-1.4	1	-0.4	11	-1.0
Cn1c(CO)cnc1S(=O)(=O)Cc1ccc([N+](=O)[O-])cc1	2	-0.3	-2	-1.8	-1.2	-4	1.6	-12	-1.3
Cc1cccc(NC(=O)C(C)OC(=O)c2ccccc2NS(=O)(=O)c2cc(C)c(C)c([N+](=O)[O-])c2)c1 (stereo unspecified)	-2	0.2	0	-4.6	-0.1	-2	-0.9	0	nt
CCCCc1cc(=O)oc2cc(OCC(=O)N3CCC(C(N)=O)CC3)ccc12	6	-0.1	-4	-3.0	1.2	24	0.7	-1	1.3
Cc1ccc2nc(N3C(=O)C(O)=C(C(=O)c4ccc(C)o4)C3c3ccc(O)cc3)sc2c1 (stereo unspecified)	15	-0.1	3	0.5	-0.7	1	1.5	-1	-1.3
CC(C)OC(=O)C1C(=O)NC2(C)CC1c1ccccc1O2 (stereo unspecified)	-16	0.0	-1	-2.6	-0.2	-4	-1.2	7	-0.1
CS(=O)(=O)N(CCc1ccccc1)CC(=O)NCc1ccccn1	-6	0.2	5	-3.2	1.1	0	1.0	6	nt
CC1=C(C(=O)Nc2cc(C(=O)NCCC(C)C)ccc2C)SCCO1	1	2.4	2	-1.2	0.9	0	-1.7	0	nt
COc1ccc(C(CNC(=O)C2CC(=O)N(Cc3ccccc3)C2)N2CCCC2)cc1 (stereo unspecified)	-2	-3.9	-1	nt	1.6	-2	0.1	-2	-1.2
COc1cccc(C(=O)Nc2ccc(NC(=O)C3C4C=CC(C4)C3C(=O)O)cc2)c1 (stereo unspecified)	2	-2.2	-2	-1.7	-0.6	0	5.2	-7	0.9
CC/C(=N/NC(=O)c1ccccc1)c1ccc(OCCN2CCOCC2)cc1	3	-0.4	0	-4.0	-1.4	31*	-1.8	0	1.0
O=C(NCc1ccco1)c1ccc(COc2cccc3ccccc23)cc1	-8	-0.7	-2	-4.7	0.3	-1	-0.3	1	0.0
CCN1C=C(C(=O)OC)C(c2cccc(C)c2)C(C(=O)OC)=C1	17	0.8	-3	-0.9	-0.4	+	1.3	-16	-1.9
CC(=O)Nc1ccc(OC(=O)Cc2ccc(Cl)cc2)cc1	14	0.1	-16	-1.2	0.7	-1	-4.2	13	-2.9
CCOC(=O)C1=C(C)Nc2ccccc2N=C1NC(=O)CCCN1C(=O)c2ccccc2C1=O	0	0.7	-3	-2.3	-1.2	0	3.1	?	-1.4
Cc1cc(C)cc(NC(=O)C2C3C=CC4(O3)C2C(=O)N(CCCN2CCCCC2)C4C(=O)NC2CCCCC2)c1 (stereo unspecified)	-3	0.9	0	-1.8	-1.9	-8	0.4	7	-1.4
The list goes on.
SMILES	GDH-TPI inh	BoNT-A LC inh2	Anthrax LF inh2	FadD28 binding	PfHsp40 yeast	FBA Mtb inh	UGM FP inh	BoNT F protease	Mtb BioA inh
CC(C)(C)C1CCC(OCC(O)CN2CCN(c3ccccn3)CC2)CC1 (stereo unspecified)	-7	-0.1	0	-2.4	1.1	-3	-1.0	-5	nt
CCCC(=O)N1CCC1(C)C(=O)Nc1ccc(-n2cccc2)cc1 (stereo unspecified)	4	-0.2	-1	-4.2	nt	0	nt	2	-0.1
CC(C)Sc1nc2ccccc2n1CC(=O)O	5	-0.6	-2	-0.1	-1.1	2	-0.4	-8	nt
Cc1c(Br)c(C(N)=O)nn1C	-7	1.1	-7	-1.9	-1.3	2	-5.3	7	0.1
O=C1N(Cc2cccnc2)C[C@@H]2C[C@@H](c3ccc4nonc4c3)N3CCC[C@@]123	1	1.0	-1	-2.7	-0.4	0	1.2	-4	3.1
Cc1nn(Cc2ccccc2Cl)c2sc(C(=O)OC3CCCC3=O)cc12 (stereo unspecified)	-2	-1.1	1	-6.2	3.2	1	-4.3	-4	-2.1
CCOc1ccc(-c2nc(CSCC(=O)NCCN3CCOCC3)c(C)o2)cc1	-15	-0.3	0	-4.7	-0.7	2	3.8	-3	nt
Cc1ccc(C(=O)N2CCCC2)cc1S(=O)(=O)N1CCOCC1	1	-3.0	-3	?	0.3	-1	-5.7	-7	-2.8
COc1cccc(-c2cnc(C(O)c3ccc(Cl)cc3C)[nH]2)c1 (stereo unspecified)	4	-0.3	-2	-2.8	nt	2	nt	-8	0.1
CC(=O)NC1C(=O)N=C(SCC(=O)Nc2c(C)cccc2C)NC1=O (stereo unspecified)	-6	-1.0	-7	-2.5	0.6	4	-2.0	-6	nt
CCCC(CCC)=NNC(=O)c1ccccc1F	4	3.2	0	-1.8	-1.1	2	1.4	8	nt
CC1(C)OC(=O)C(=Cc2ccc(-c3ccc(Cl)c(C(=O)O)c3)o2)C(=O)O1	23	0.1	0	0.5	0.3	4	1.2	1	nt
COc1ccccc1C(=O)NC(=O)CSc1nnc(C)s1	-4	-3.6	-1	-2.0	2.1	-2	0.4	-14	4.1
O=C(Nc1ccc(F)cc1)C1CC(=O)n2c(nc3ccccc32)N1 (stereo unspecified)	-6	1.2	-1	-0.4	-0.2	5	-1.7	-3	-2.6
COc1cc(OC)cc(-c2c(-c3cccs3)c3cc(-c4ccc(OC)c(OC)c4)ccc3n2C)c1	19	0.2	-6	0.4	-0.9	32*	1.7	-8	0.4
Cc1oc2nc(SCC(=O)NCCCO)nc(N)c2c1C	-4	-0.8	-2	0.0	-0.5	-2	-0.8	0	nt
O=c1oc(CCCO)cc2ccc(C#Cc3cccnc3)cc12	17	0.7	-2	-4.4	0.2	53*	-0.9	12	12
O=C(NC1CCN(Cc2ccc(Cl)c(Cl)c2)CC1)c1ccccc1	4	0.8	-7	0.3	0.1	1	0.6	-15	-4.6
COc1ccc(-c2nc(-c3ccc4c(c3)OCO4)[nH]c2-c2ccc(OC)cc2)cc1	16	-2.3	-10	-1.7	3.2	136*	3.6	-19	1.3
CC(NC(=O)c1cn(C)c2ccc(S(=O)(=O)N3CCCC3)cc2c1=O)c1ccccc1 (stereo unspecified)	3	-1.8	-2	-0.3	0.1	1	1.5	1	-1.3
COc1ccc(S(=O)(=O)NCCSCc2ccccc2C)cc1Br	3	1.1	-2	-1.1	3.9	-1	-0.5	0	-5.6
CCOC(=O)C1=CN(Cc2ccco2)S(=O)(=O)NC1CC (stereo unspecified)	-7	0.0	-3	-2.2	-0.6	0	nt	-5	2.6
CCOC(=O)c1[nH]c(C)c(C(=O)N2CCc3ccccc32)c1C	4	0.7	-1	-1.3	-1.4	0	-2.4	-1	0.4
COC1C(O)C(C)OC(OC2CCC3(C)C(CCC4C3C(O)CC3(C)C(C5=CC(=O)OC5)CCC43O)C2)C1O (stereo unspecified)	9	-0.8	-6	-2.6	-1.4	4	nt	-1	nt
COc1ccc(NC(=O)CS(=O)(=O)c2cccc(Cl)c2)cc1	-1	-4.0	-4	0.0	-1.3	5	2.9	-27	-0.2
(next part)
SMILES	GDH-TPI inh	BoNT-A LC inh2	Anthrax LF inh2	FadD28 binding	PfHsp40 yeast	FBA Mtb inh	UGM FP inh	BoNT F protease	Mtb BioA inh
CN(C)S(=O)(=O)c1cc(NC(=O)COC(=O)Cc2ccc(Cl)cc2Cl)ccc1Cl	11	-0.4	1	-0.9	2.2	4	-1.1	-3	nt
Cc1nn(C(C)CC(=O)O)c(C)c1Br (stereo unspecified)	7	-0.9	-2	-0.8	-0.8	2	-1.2	-12	0.1
CCCCN(C(=O)CSCc1c(C)noc1C)c1c(N)n(CCC)c(=O)[nH]c1=O	-8	0.9	0	-2.6	-2.2	-4	-3.0	6	-0.9
COc1ccc(S(=O)(=O)N2CCN(Cc3cccc(F)c3)CC2)cc1	0	-1.3	1	0.6	1.6	0	0.7	-1	nt
COC(=O)C1=C(C)N(Cc2ccccc2)C(=NCc2cccc(Cl)c2)N[C@H]1c1ccccc1	-4	-0.2	0	-7.5	0.1	5	-2.6	-6	-0.4
O=C(N/N=C/c1ccco1)c1cccc(N2CCCC2=O)c1	27	0.0	1	-3.2	-1.5	-3	-1.2	2	0.3
O=C(NC1CCN(Cc2ccccc2)CC1)c1cn(-c2ccccc2)nc1-c1cccnc1	-13	-4.1	-3	-0.6	0.4	-2	-0.2	2	1.7
O=c1c2cc(F)ccc2[nH]c(=S)n1Cc1ccc(F)cc1	0	-1.0	0	-0.8	1.2	3	0.3	-5	-0.8
CSc1ccc(CN2CCN(Cc3ccccc3)C(CCO)C2)cc1 (stereo unspecified)	-7	-2.0	-1	-3.9	0.5	2	1.3	-4	nt
CC(Sc1nc2cc([N+](=O)[O-])ccc2n1-c1cccc(C(F)(F)F)c1)C(=O)NC(N)=O (stereo unspecified)	0	0.3	-3	-3.4	-1.6	0	-1.5	-6	-1.7
CCCCC(=O)OCCNC(=O)c1cc2ccccc2oc1=O	23	0.4	0	-2.0	1.3	17	-2.1	12	-1.2

One compound at a time, from the list above:
COC1C(O)C(C)OC(OC2CCC3(C)C(CCC4C3C(O)CC3(C)C(C5=CC(=O)OC5)CCC43O)C2)C1O (stereo unspecified) is entered as GDH-TPI inh: 9; BoNT-A LC inh2: -0.8; Anthrax LF inh2: -6; FadD28 binding: -2.6; PfHsp40 yeast: -1.4; FBA Mtb inh: 4; UGM FP inh: nt; BoNT F protease: -1; Mtb BioA inh: nt
C=CCn1c(SCC#N)nnc1-c1ccc2ncccc2c1 is entered as GDH-TPI inh: 13; BoNT-A LC inh2: 0.9; Anthrax LF inh2: 0; FadD28 binding: -2.4; PfHsp40 yeast: -0.8; FBA Mtb inh: -2; UGM FP inh: 0.7; BoNT F protease: ?; Mtb BioA inh: nt
